# Mcl1-Noxa inh: Mcl-1/Noxa binding inhibitors, primary screen, biochemical, TR-FRET, 1536-well. Induced myeloid leukemia cell differentiation protein Mcl-1 (Homo sapiens), Q07820. TR-FRET Mcl-1/Noxa peptide binding, 2 h. inhibition, % at 21.7 µM. 220,000 tested, 1.5% active;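 active = compounds that cut the protein-peptide binding signal by more than 50% relative to plate controls in a single-dose test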;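 also: His-tagged Mcl-1 with rhodamine Noxa BH3 peptide and terbium anti-His antibody; 0% = Mcl-1 plus Noxa peptide wells and 100% = peptide-only wells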
# Target sequence (Q07820 whole entry, looked up): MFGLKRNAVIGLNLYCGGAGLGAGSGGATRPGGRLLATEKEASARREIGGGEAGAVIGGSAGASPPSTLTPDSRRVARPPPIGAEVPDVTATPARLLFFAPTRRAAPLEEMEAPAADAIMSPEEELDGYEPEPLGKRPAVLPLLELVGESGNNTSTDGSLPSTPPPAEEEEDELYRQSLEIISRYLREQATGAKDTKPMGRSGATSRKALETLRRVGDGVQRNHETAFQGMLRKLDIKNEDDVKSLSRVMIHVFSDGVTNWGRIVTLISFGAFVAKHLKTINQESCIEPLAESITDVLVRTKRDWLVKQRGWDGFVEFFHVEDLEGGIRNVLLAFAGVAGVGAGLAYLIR
# Pf gamet viab: late stage P. falciparum gametocyte viability inhibitors, primary screen, ATP luminescence, HTS. AID 743093, 2013. inhibition, % at 10.9 µM. P. falciparum stage V gametocytes, 24 h. 150,000 tested, 0.065% active;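 active = inhibition above the mean plus 3 SD of compounds within the control limits, set per campaign, cut at about 38% in these data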;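 also: 0% = DMSO wells and 100% = medium only without gametocytes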
# Avidin fluor: green autofluorescence of compounds with avidin beads – biophysical, 488/530 nm, flow cytometry, artefact control, profiling panel; 220,000 tested, 0.38% active; compound fluorescence 488/530 nm; active compounds read high; AID 1775, 2009; fluorescence (KMESF) at 10 µM; in the data active = fluorescence above about 47; also: inactives centre near 10
# Numbers without * were called inactive. A portion of the library, so the mix of outcomes need not match the whole.
SMILES,Mcl1-Noxa inh,Pf gamet viab,Avidin fluor
COc1cccc(C2C([N+](=O)[O-])=C(N)Oc3cc(C)oc(=O)c32)c1 (centres undefined),8.8,-9.1,8
C[C@@H]1CC=C[C@H]2[C@H]1C(=O)N(Cc1ccccc1)[C@H]2c1ccc2ccccc2c1Br,-9.2,-10.1,16
CN(C)c1ccc2c3c(ccc(N(C)C)c13)C(=O)OC2,-9.1,-5.7,1
FC(F)(F)c1cnc(N2CCN(C(=S)NCc3ccccc3)CC2)c(Cl)c1,-10.8,-2.9,7
COc1ccccc1Oc1c(C)oc2c(CN3CCOCC3)c(O)ccc2c1=O,-7.0,-18.1,10
Cc1nc(-c2ccccc2OC(F)(F)F)[nH]c(=O)c1Cl,7.9,-23.2,7
CCCCNC(=O)c1cc2c(C)cc(C)cc2[nH]1,-3.6,-0.9,5
Nc1ccc(-c2ccc(N)c(C(=O)O)c2)cc1C(=O)O,21.6,-9.8,6
CCOC(=O)c1ccc(-n2nc(C)cc2C)cc1,3.5,-13.9,7
CC(=O)N(CCS(=O)(=O)c1ccc(Cl)cc1)Cc1cccs1,-0.1,9.8,14
Cc1nc2ccccc2c(=O)n1/N=C/c1cn[nH]c1-c1ccccc1,8.7,10.6,10
Cc1ccc(NC(=O)CN2CCc3ccccc3C2)cc1F,26.6,6.0,10
CNC(=O)c1c(C)nn(-c2ccc(F)c(Cl)c2)c1-c1cc(C)on1,10.2,9.8,9
O=C(N/N=C/c1cccnc1)c1ccc(S(=O)(=O)N2CCCCCC2)cc1,-14.0,-21.0,6
COc1nccc(C(F)(F)F)c1C(=O)NC(=O)Nc1ccccc1,10.7,-5.0,6
COc1ccc2c(CC(=O)OCC(=O)NC(N)=O)coc2c1,8.4,-4.7,6
Cc1cc(C(C)(C)C)cc(C)c1S(=O)(=O)N1CC(=O)Nc2ccccc21,14.2,-20.0,5
COc1ccc(CCNC(=O)C/C(C)=N/NC(=O)C(c2ccccc2)c2ccccc2)cc1OC,8.0,-12.0,4
CCN1CCN(C(c2cccs2)C(C)NC(=S)Nc2cccc(C)c2C)CC1 (centres undefined),-12.4,-7.7,7
COC(=O)c1ccccc1N=Nc1c(N)n[nH]c1N,6.1,5.6,7
Nc1nc(N)c2c(n1)CCCC2,4.5,-3.8,6
CCOC(=O)C1(CCOC)CCN(Cc2ccc3nonc3c2)CC1,-1.4,-20.3,5
COC(=O)[C@H](Cc1ccccc1)NC(=O)NCCc1ccc(F)cc1,-12.3,3.3,12
Cc1ccc(-c2[nH][nH]c(=O)c(=O)c2N=Nc2ccccc2)cc1,-5.7,18.4,7
Cc1ccc(S(=O)(=O)N(C)C)cc1NC(=O)c1ccc2ccccc2n1,4.9,7.9,7
# More compounds
SMILES,Mcl1-Noxa inh,Pf gamet viab,Avidin fluor
C#CCO[C@@H]1C[C@H](n2ccc(NC(=O)c3ccccc3)nc2=O)O[C@@H]1CO,16.9,10.7,12
COc1ccc(/C=C/C(=O)NCCSCc2ccco2)cc1OC,2.2,-32.2,9
Cc1ccc(-c2nn(CC(=O)N3CCOCC3)c(=O)c3ccccc23)cc1S(=O)(=O)N(C)C,0.0,10.5,62*
COc1cccc(NC(=O)CN(C)C(C)C(=O)Nc2ccc(S(=O)(=O)N3CCOCC3)cc2)c1 (centres undefined),12.5,8.8,10
O=C(Cn1c2c(c(-c3ccccc3Cl)cc1=O)CCC2)NCCCN1CCOCC1,-2.5,1.4,7
S=c1[nH]nc(-c2cccs2)n1C1CCCCC1,-1.5,17.8,6
Cn1c(SCC(=O)Nc2cc(Cl)cc(Cl)c2)nnc1-c1ccc2nonc2c1,-59.0,-17.5,8
COc1ccc(-n2c(SCC(=O)Nc3cccc(S(N)(=O)=O)c3)nc3ccccc3c2=O)cc1OC,-1.3,4.2,7
O=C(c1cccc2nc3ccccc3nc12)N1CCOCC1,3.9,-27.1,8
C=CCN1C(=O)C(Cc2ccccc2Cl)SC1=Nc1ccc(C(=O)O)cc1 (centres undefined),5.5,18.6,25
CCc1cccc(C)c1NC(=S)N1CCCCC1c1cccnc1 (centres undefined),2.9,-6.5,7
C#CCOc1nc2c(c(=O)n(C)c(=O)n2C)n1Cc1ccccc1,-2.2,23.6,6
Cc1cc(-c2n[nH]c(=S)n2/N=C/C=C/c2ccco2)n[nH]1,25.8,-16.2,7
CCN(CC(=O)Nc1cc(Cl)ccc1OC)CC(=O)NC1CCS(=O)(=O)C1 (centres undefined),3.2,6.9,9
CCOc1ccc(/C=C2\NC(=S)NC2=O)cc1,28.3,-27.4,8
CCC[N+](C)(C)C(C)C(OC(C)=O)c1ccccc1 (centres undefined),31.0,-8.6,6
CC(C)c1nn(-c2cc(C(F)(F)F)ccn2)c(=O)o1,-2.1,-11.2,6
Cn1nccc1NC(=O)c1nccnc1C(=O)O,1.9,10.3,5
CC(=O)Oc1ccc(C(=O)O)c(OC(C)=O)c1,1.4,4.3,9
COc1ccc(/C=C/C(=O)NCC(c2ccc(F)cc2)N2CCOCC2)cc1OC (centres undefined),-1.9,-12.3,9
COc1ccc(/C=N/NC(=O)CN2CCN(Cc3ccccc3)CC2)cc1Br,5.8,16.3,8
CN(C)c1nc(N)c([N+](=O)[O-])c(NCC2CCCO2)n1 (centres undefined),-10.8,-2.5,5
COc1ccc(-c2cc(=O)oc(-c3cccc(C)c3)n2)cc1,-5.2,9.0,7
Cc1ccc(C(=O)/C=C/c2ccc3c(c2)OCCO3)c(O)c1,-3.6,1.0,7
COc1ccc(OC)c(NC(=O)C(=O)NNC(=O)C23CC4CC(CC(C4)C2)C3)c1,-60.3,-9.6,9
# Continued.
SMILES,Mcl1-Noxa inh,Pf gamet viab,Avidin fluor
COC(=O)c1cc(NS(=O)(=O)c2ccc(C)c3ccccc23)ccc1N1CCOCC1,5.0,9.7,7
O=C(CN1CCC(C(=O)O)CC1)Nc1ccccc1Oc1ccccc1,-1.4,4.6,6
NC(=O)CC(NC(=O)c1ccccc1)c1ccc(NC2CCC2)c([N+](=O)[O-])c1 (centres undefined),21.7,13.5,9
Cc1nc([N+](=O)[O-])c(N2CCOCC2)n1Cc1ccccc1,-16.2,-11.3,7
O=C(Nc1ccc(Cl)cc1)NN1CC(=O)N(c2cccc(C(F)(F)F)c2)CC1=O,-0.2,10.1,8
O=C(c1ccc(S(=O)(=O)N2CCOCC2)cc1)N1CCN(S(=O)(=O)c2ccc(Cl)s2)CC1,11.2,-0.9,7
CC(NC(=O)C1CCC(CNc2c(N3CCCCC3)c(=O)c2=O)CC1)c1ccccc1 (centres undefined),-3.7,18.9,8
COc1cccc(/C=N/NC(=O)CNC(=O)COc2ccccc2)c1O,-14.4,8.0,3
O=C(Nc1ccc(F)cc1F)c1c(C(F)(F)F)ccnc1Oc1ccc(Cl)cc1,0.3,14.1,3
COc1cc(C(CC(=O)N2CCOCC2)c2c(OC)cc(OC)c3ccc(=O)oc23)cc(OC)c1OC (centres undefined),-2.1,-8.2,8
CCN(CC)CCSc1nc2ccc(OC)cc2[nH]1,15.0,5.8,6
CN1CCN(C(=O)c2ccc(-c3cccs3)s2)CC1,-2.2,-23.7,6
CCCCCn1c(C)c2c(OCC)cccc(=O)c2c1C,12.2,-10.0,8
O=C1c2cccc3cc([N+](=O)[O-])cc(c23)C(=O)N1CC1CCCO1 (centres undefined),-0.8,15.2,8
CNC(=O)NNC(=O)c1onc(-c2c(Cl)cccc2Cl)c1C(=O)OC,12.9,-13.1,8
Cc1cc(C)nc(NS(=O)(=O)c2ccc(CC(C)C)cc2)c1,9.0,-7.7,8
O=C(O)COc1ccccc1/C=N/NC(=O)CSc1nc2ccccc2c(=O)n1-c1ccc(Cl)cc1,-1.4,-4.7,7
CSc1nc2sc3c(c2c(=O)n1CC(C)C)CC(C)(C)OC3,-5.7,9.8,7
CC(=O)Nc1nc(C)c(C(C)(C)C)s1,16.0,-18.4,4
O=C(c1ccc(Cn2cc(Cl)c([N+](=O)[O-])n2)cc1)N1CCN(Cc2ccccc2)CC1,20.2,-1.6,7
CCOC(=O)N1CCN(C(=O)CCc2nc3sc4c(c3c(=O)[nH]2)CCCC4)CC1,-4.6,-9.0,8
COc1ccc(C2(CCN=Cc3ccc(N(C)C)cc3)CCOC(C)(C)C2)cc1 (centres undefined),3.1,-4.6,9
O=[N+]([O-])c1cccc(-n2nnnc2CNCc2ccccc2)c1,-8.9,-15.8,35
Cc1ccccc1Oc1nc(-c2ccccn2)nc2ccccc12,-6.9,1.2,3
COc1ccc(CCNC(=O)C2CC(c3cc(C(F)(F)F)cc(C(F)(F)F)c3)=NO2)cc1 (centres undefined),4.0,9.5,10

# 3 compounds out of the list above, sorted by their value in Avidin fluor, rising.
Molecule	Mcl1-Noxa inh	Avidin fluor
O=C(Nc1ccc(F)cc1F)c1c(C(F)(F)F)ccnc1Oc1ccc(Cl)cc1	0.3	3
CCN(CC)CCSc1nc2ccc(OC)cc2[nH]1	15.0	6
O=C(O)COc1ccccc1/C=N/NC(=O)CSc1nc2ccccc2c(=O)n1-c1ccc(Cl)cc1	-1.4	7

# Full records, looked up by structure:
# `CCCCCn1c(C)c2c(OCC)cccc(=O)c2c1C` in the list: Mcl1-Noxa inh = 12.2; Pf gamet viab = -10.0; Avidin fluor = 8
# `O=C(CN1CCC(C(=O)O)CC1)Nc1ccccc1Oc1ccccc1` in the list: Mcl1-Noxa inh = -1.4; Pf gamet viab = 4.6; Avidin fluor = 6

# Remaining list, next part
SMILES,Mcl1-Noxa inh,Pf gamet viab,Avidin fluor
CC1CCc2c(sc3nc(CSc4nnnn4C)[nH]c(=O)c23)C1 (centres undefined),12.9,14.4,3
CC(NC(=S)Nc1ccccc1)C(c1cccs1)N1CCOCC1 (centres undefined),-2.6,8.9,7
NNC(=S)NCc1ccccc1,3.1,-9.8,5
CC1CCCN1CC#CC(O)(c1ccccc1)c1ccccc1 (centres undefined),17.7,11.0,7
Cc1ccc(N(Cc2cc3ccccc3[nH]c2=O)C(=O)c2cccs2)cc1C,23.4,-27.1,6
Cc1ccc(N2C(=O)c3cccc4c(N)ccc(c34)C2=O)c2cccnc12,-16.1,13.0,8
O=C(/C(N=Nc1cccc(C(F)(F)F)c1)=C(/O)c1cccs1)C(F)(F)F,5.7,-9.8,7
Cc1c(C)c(C)c(CN2CCCC2)c(C)c1C,-4.1,-13.9,3
C=CCn1c(CCC(O)COCCCCC)n[nH]c1=S (centres undefined),0.1,-20.1,8
Cc1cccc(NC(=O)Nc2ccccn2)c1C,18.1,4.4,7
O=C(O)CCN1C(=O)c2ccc(NC(=O)C(c3ccccc3)c3ccccc3)cc2C1=O,4.7,28.0,5
O=C(Nc1ccc(S(=O)(=O)Nc2ncccn2)cc1)C1=NN(c2ccccc2)C(=O)CC1,19.9,18.7,3
CCOC(=O)C(CCCCP(=O)(c1ccccc1)c1ccccc1)(NC(C)=O)C(=O)OCC,5.7,-10.4,5
Cc1nn(-c2ccccc2)c2nc(N)c(C#N)c(-c3ccc(C(C)(C)C)cc3)c12,-73.4,2.8,9
CCCCN(C(=O)CSc1nnnn1C)c1c(N)n(Cc2ccccc2)c(=O)[nH]c1=O,7.4,6.1,6
O=C(CSc1nncs1)NC(=O)Nc1ccc2c(c1)OCCO2,-18.1,-18.3,7
COc1ccc(C(=O)N/N=C2\CCS(=O)(=O)c3ccc(F)cc32)cc1OC,9.7,26.9,8
Cc1cc(Cl)nc(-n2nc(C)cc2C)n1,2.2,4.0,4
CC(C)[C@H](NC(N)=O)C(=O)NNC(=O)COc1cccc(C(F)(F)F)c1,36.3,-19.2,13
N#Cc1cccc(Cn2cc(C(F)(F)F)ccc2=O)c1,8.7,-7.3,5
COc1ccc(S(=O)(=O)N(CCC#N)Cc2ccco2)cc1OC,4.6,-0.7,3
CCOC(=O)C(=CNc1ccc(NC2=NCC(C)(C)S2)cc1)C(=O)OCC,41.4,0.7,6
Cc1ccc(CNS(=O)(=O)c2c(C)n(C)c(=O)n(C)c2=O)cc1,-0.9,1.2,8
O=C1CCN(S(=O)(=O)c2ccc(Cl)cc2)CCN1,15.0,-7.6,6
Cc1ccc(-c2nnc(N3CCN(C(=O)COc4cccc(C)c4)CC3)c3ccccc23)cc1,8.3,-11.5,5
# Carrying on:
SMILES,Mcl1-Noxa inh,Pf gamet viab,Avidin fluor
COC(=O)c1c(C)oc(C)c1S(=O)(=O)N1CCCC1,-3.6,-6.6,3
O=C1Nc2ccccc2C1Cc1ccccn1 (centres undefined),8.3,-8.1,6
CC(=O)Nc1ccc(C(F)(F)F)cc1Cl,0.9,6.9,6
COCCNC(=O)c1c(N)n(/N=C/c2ccc(F)cc2)c2nc3ccccc3nc12,13.2,23.4,6
CC1CCN(c2c(NCC3CCC(C(=O)NCCc4ccc(Cl)cc4)CC3)c(=O)c2=O)CC1 (centres undefined),-2.6,6.6,8
CC1=C(c2ccccc2)C(=S)NC(C)(C)C1,4.6,-5.4,4
COC(=O)CNC(=O)C1Cc2ccccc2CN1S(=O)(=O)c1cccs1 (centres undefined),4.6,2.4,9
Cc1ccccc1CNc1ccc(C(CC(N)=O)NC(=O)c2ccc(Br)cc2)cc1[N+](=O)[O-] (centres undefined),3.1,-23.4,11

# Molecules above containing a tert-butyl group (3):
SMILES,Mcl1-Noxa inh,Pf gamet viab,Avidin fluor
Cc1cc(C(C)(C)C)cc(C)c1S(=O)(=O)N1CC(=O)Nc2ccccc21,14.2,-20.0,5
CC(=O)Nc1nc(C)c(C(C)(C)C)s1,16.0,-18.4,4
Cc1nn(-c2ccccc2)c2nc(N)c(C#N)c(-c3ccc(C(C)(C)C)cc3)c12,-73.4,2.8,9
